HP1b binding inh – HTS for Inhibitors of HP1-beta Chromodomain Interactions with Methylated Histone Tails; AlphaScreen HP1-beta / biotin-H3K9me3 peptide binding; 390,000 tested, 0.56% active; Chromobox protein homolog 1 (Homo sapiens), P83916; Potency, µM (titrated, usually from 114 µM), without a hit: at the highest dose activity change, negative = inhibition, most hits filed as inhibitors; note: nearly all actives have a fitted effect of over 70% in size; inactives centre near 23
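AlphaScreen: HP1-beta (50 nM) preformed 30 min with biotin-H3(1-18)K9me3 peptide (50 nM) in PBS pH 7.4, 0.01% Tween-20. Compound added for 30 min at RT, then streptavidin donor/nickel chelate acceptor beads (10 ug/mL) for 30 min.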
ERG Ets-DNA blk – qHTS for Small Molecule Inhibitors of the ERG Ets/DNA interaction | Transcriptional regulator ERG (Homo sapiens), P11308 | AID 624246, 2012 | Potency, µM (series often up to 76.9 µM), for the others: top-dose FP activity, negative = inhibition, usual class: inhibitors | fluorescence polarization, His-ERG Ets domain / labelled DNA | 370,000 tested, 0.028% active; active = well fitted inhibition curve with a large enough effect in the polarisation, with a control signal flat; inconclusive = small, poorly fitted or top-dose-only effect, or effect the other way, or a change in a side signal; inactive = no such curve, though single readings can be large or run the other way; the % refers to the polarisation;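 note: polarization taken with two DNA probes labelled with fluorescein and Texas red; % of control where 0% means no effect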
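His-tagged ERG Ets domain (1 uM in the protein solution; 300mM KCl, 50mM Tris-HCl, 1mM EDTA, 1mM DTT, pH 7.5) received compound, then a probe mix of 5 nM fluorescein-DNA and 100nM Texas-615-DNA. Fluorescence polarization was read for both dyes.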
12-LOX inh – Primary qHTS assay for inhibitors of human arachidonate 12S-lipoxygenase (ALOX12): Round 2; Polyunsaturated fatty acid lipoxygenase ALOX12 (Homo sapiens), P18054; purified 12hLO, xylenol orange hydroperoxide absorbance; Potency, µM (top dose mostly 108 µM), without a hit: at the highest dose activity change, negative = inhibition, hits mostly inhibitors; 580,000 tested, 1.1% active; AID 1671190, 2021; note: % is set by controls: 0 for no effect and ±100 for the full control effect
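Purified human 12hLO at 150 nM in 25 mM Hepes, 0.01% Triton X-100, pH 7.0, preincubated 15 min at room temperature with compound. Reaction started with 40 uM arachidonic acid, 30 min at room temperature. Hydroperoxide measured by Fe-xylenol orange, 573/405 nm absorbance ratio.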
JMJD2A Tudor – qHTS Assay for Inhibitors of JMJD2A-Tudor Domain. Lysine-specific demethylase 4A (Homo sapiens), O75164. AlphaScreen JMJD2A-Tudor / H3K4me3 peptide binding. Potency, µM (series often up to 114 µM), for the others: top-dose activity change, negative = inhibition, actives largely listed as inhibitors. 390,000 tested, 4.4% active. AID 504339, 2011; note: % is set by controls: 0 for no effect and ±100 for the full control effect; nearly all actives have a fitted effect of over 50% in size
Tb PGK inh – qHTS Assay to Find Inhibitors of Phosphoglycerate Kinase; Phosphoglycerate kinase, glycosomal (Trypanosoma brucei brucei), P07378; PGK/GAPDH coupled, Kinase-Glo luminescence, 60 min; Potency, µM (titrated, usually from 57.5 µM), inactives show at the highest dose activity change, negative = inhibition, hits mostly inhibitors; 380,000 tested, 0.043% active; note: % is set by controls: 0 for no effect and ±100 for the full control effect; nearly all actives have a fitted effect of over 60% in size
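Luminescent ATP detection (Kinase-Glo Plus) follows a 60-minute room-temperature incubation, with wells lacking PGK as controls. Buffer: 100 mM TEA (pH 7.6), 5 mM MgCl2, 0.01% Tween-20. Coupling enzyme GAPDH (100 nM final) supplies unstable 1,3-BPG in-well.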
GLS inhibitor – qHTS for Inhibitors of Glutaminase (GLS) | Potency, µM (doses to about 45.5 µM), inactives show at the top dose activity change, negative = inhibition, hits mostly inhibitors | GLS enzymatic activity, qHTS titration | Glutaminase kidney isoform, mitochondrial (Homo sapiens), O94925 | AID 624170, 2012 | 410,000 tested, 0.21% active; note: % is set by controls: 0 for no effect and ±100 for the full control effect
Target sequence (O94925 whole entry, looked up, canonical isoform): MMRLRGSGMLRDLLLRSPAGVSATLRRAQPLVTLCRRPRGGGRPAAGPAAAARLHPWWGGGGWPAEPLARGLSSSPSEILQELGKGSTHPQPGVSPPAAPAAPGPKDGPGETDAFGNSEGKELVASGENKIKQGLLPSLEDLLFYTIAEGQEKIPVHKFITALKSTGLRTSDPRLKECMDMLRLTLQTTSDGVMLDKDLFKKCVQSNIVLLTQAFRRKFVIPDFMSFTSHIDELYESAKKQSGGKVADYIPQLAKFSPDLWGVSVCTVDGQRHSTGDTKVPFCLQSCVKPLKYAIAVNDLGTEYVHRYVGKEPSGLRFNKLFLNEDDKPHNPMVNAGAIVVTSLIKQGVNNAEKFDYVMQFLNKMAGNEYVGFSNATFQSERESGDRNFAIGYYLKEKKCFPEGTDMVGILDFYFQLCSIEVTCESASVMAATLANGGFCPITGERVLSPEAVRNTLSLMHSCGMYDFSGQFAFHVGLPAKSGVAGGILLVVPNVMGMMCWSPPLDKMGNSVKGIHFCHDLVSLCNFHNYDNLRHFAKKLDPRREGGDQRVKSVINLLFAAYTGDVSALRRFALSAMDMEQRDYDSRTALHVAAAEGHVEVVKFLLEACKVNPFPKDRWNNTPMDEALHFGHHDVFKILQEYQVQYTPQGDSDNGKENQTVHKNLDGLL
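hKGA in 45 mM KH2PO4 (pH 8.2), 0.02% Tween-20 with compound, then 1mM L-Glutamine (stock as added) plus glutamate oxidase/HRP/Amplex red coupling mix. Fluorescence read initially and after 30 min at RT; signal change reflects glutamate formation.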
TrxR1 inh – qHTS Assay for Inhibitors of Mammalian Selenoprotein Thioredoxin Reductase 1 (TrxR1): qHTS. Thioredoxin reductase 1, cytoplasmic (Rattus norvegicus), O89049. recombinant rTrxR1, NADPH fluorescence consumption, selenite substrate. Potency, µM (top dose mostly 114 µM), for inactives: top-dose activity change, negative = inhibition, usual class: inhibitors. 390,000 tested, 1% active; note: % is set by controls: 0 for no effect and ±100 for the full control effect; nearly all actives have a fitted effect of over 65% in size
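Rat TrxR1 (90 nM in the dispensed reagent) was pre-reduced with 400 uM NADPH for 5 min at room temperature, then incubated with compound for 15 min. After 400 uM selenite was added, NADPH fluorescence (Ex 340/Em 450 nm) was followed for 8 min.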
Pin1 inhibitor – qHTS Assay to Find Inhibitors of Pin1; Pin1 FP peptide displacement, HiFluor488, 10 min; 390,000 tested, 0.009% active; Peptidyl-prolyl cis-trans isomerase NIMA-interacting 1 (Homo sapiens), Q13526; Potency, µM (doses to about 115 µM), inactives show at the highest dose activity, negative = inhibition, hits mostly inhibitors; AID 504891, 2011; active = well fitted inhibition curve with a large enough effect in the polarisation, with a control signal flat, not every such curve was filed as active; inconclusive = small, poorly fitted or top-dose-only effect, or effect the other way, or a change in a side signal; inactive = no such curve, though single readings can be large or run the other way; the % refers to the polarisation; note: % is set by controls: 0 for no effect and ±100 for the full control effect
Target sequence (Q13526 whole entry, looked up): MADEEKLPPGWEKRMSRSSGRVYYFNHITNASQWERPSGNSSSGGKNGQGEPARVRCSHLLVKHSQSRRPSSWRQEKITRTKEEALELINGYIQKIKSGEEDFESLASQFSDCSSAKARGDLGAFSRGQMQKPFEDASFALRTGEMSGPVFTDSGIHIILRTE
RGS4 inh – Inhibitors of Regulator of G Protein Signaling (RGS) 4: qHTS. Regulator of G-protein signaling 4 (Homo sapiens), P49798. Transcreener GDP fluorescence polarization, RGS4-accelerated GTP hydrolysis. Potency, µM (highest dose often 114 µM), for inactives: at the top dose activity change, negative = inhibition, usual class: inhibitors. 390,000 tested, 0.039% active. AID 504845, 2011; note: % is set by controls: 0 for no effect and ±100 for the full control effect; nearly all actives have a fitted effect of over 75% in size; some results filed as inactive show a strong effect at the top dose
Target sequence (P49798 whole entry, looked up): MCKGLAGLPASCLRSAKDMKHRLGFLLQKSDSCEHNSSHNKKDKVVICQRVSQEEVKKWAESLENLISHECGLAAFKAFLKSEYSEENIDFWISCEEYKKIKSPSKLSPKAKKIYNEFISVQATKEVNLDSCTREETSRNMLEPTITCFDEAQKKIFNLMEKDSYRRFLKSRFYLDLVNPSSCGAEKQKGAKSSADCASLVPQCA
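MLSMR compounds (23 nl, pin-transferred) preincubated 10 min at room temperature with a 500nM (2x) first reagent, then RGS4 at 900nM (2x) plus Transcreener GDP mix added; fluorescence polarization (620/688 nm) read before and after 90 min at 30 °C.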
Numbers without * were called inactive; i = inactive; ? = inconclusive; / = not tested or not shown; & = joins results of further samples; [ ] = dose if it differs, or a comment. Unless noted, calls come from the whole dose curve; as a rule, active = well fitted curve in the direction sought with a large enough effect; inconclusive = small, poorly fitted or top-dose-only effect, or another doubt; inactive = no such curve, though single readings can be large; an effect the other way counts as inactive or inconclusive. Potency is the fitted concentration of half-maximal effect. The list is partial, so the mix of outcomes need not match the whole.

SMILES	HP1b binding inh	ERG Ets-DNA blk	12-LOX inh	JMJD2A Tudor	Tb PGK inh	GLS inhibitor	TrxR1 inh	Pin1 inhibitor	RGS4 inh
COc1ccc(OC)c(CN2CCCC(C(=O)c3sccc3C)C2)c1 (stereo not given)	12.7%	-2.3%	0.0%	-22.8%	-8.5%	4.5%	38.1%[activator]	4.1%	2.8%
Nc1ccccc1C(=O)OCCOc1ccccc1	200.2%[activator]	4.0%	-19.6%	129.0%[activator]	-0.5%	19.0%	13.5%[57.1 µM]	-0.5%	39.9%
C[C@]12CCC3C(CC[C@@H]4[C@H]5O[C@H]5CC[C@]34C)C1CC[C@@H]2O (stereo not given in full)	18.3%	-1.2%	?	0.7%	-8.7%	-8.0%	7.5%	-1.0%	9.6%
CC(C)n1nnnc1CN1CCN(C)CC1	2.4%	17.7%	197.5%[activator]	-6.3%	-1.6%	6.9%	-2.5%[57.1 µM]	0.1%	-27.6%
COP(=O)(CC(=O)O)c1ccccc1 (stereo not given)	-4.5%	2.3%	-20.1%	-22.4%	-2.3%	-4.8%	9.1%	-4.8%	1.3%
Cc1cccc(C)c1NC1=NCCCS1	20.4%	-14.5%	9.2%	0.0%	-4.2%	0.4%&-18.0%	17.8%[57.1 µM]	7.8%	7.0%[56.9 µM]
CC(=O)N1c2ccc(S(=O)(=O)NCC3CCC(C(=O)Nc4cc(C)cc(C)c4)CC3)cc2CC1C (stereo not given)	62.9%[activator]	2.7%	-15.3%	3.3%	-7.8%	-2.7%	12.4%	34.9%[activator]	-15.3%
Cc1cc(OC(=O)c2ccco2)c2c3c(c(=O)oc2c1)CCCC3	23.6%	-4.5%	92.5%[activator]	-18.6%	-4.4%	9.9%	2.5%	16.4%	11.7%
Clc1cccc(CNCCc2ccc3c(c2)OCO3)c1	?	-6.3%	?	28.2µM*	i	-19.2%	-5.9%	-6.1%	-12.7%[56.9 µM]
O=C1NCCN2CCCC12 (stereo not given)	53.6%	-2.6%	24.4%	3.1%	-9.1%	9.4%	?	-0.6%	-19.6%
CCC(C)N1C(=O)/C(=C\c2cc3c4c(c2)CCCN4CCC3)C(=O)NC1=S (stereo not given)	?	19.6%	?	14.1µM*	-3.2%	-3.7%	31.6µM*	3.0%	?
Cn1c(=O)cc(OCC(=O)N2CCN(C3CCCCC3)CC2)c2ccccc21	29.9%	20.0%	4.0%[57.4 µM]	-19.0%	-2.3%	-0.7%	13.8%[57.1 µM]	5.3%	2.4%
Clc1ccc2nc3c(c(-c4ccccc4)c2c1)CNCC3	22.8%	11.5%	9.5%	-14.1%	-6.3%	11.4%	-13.2%	-3.1%	-13.0%
CC(C)CC[C@@H](O)[C@](C)(O)C1CC[C@@]2(O)C3=CC(=O)[C@@H]4C[C@@H](O)[C@@H](O)C[C@]4(C)C3CC[C@]12C (stereo not given in full)	43.5%[activator]	-7.9%	4.0%	-6.4%	i	-9.6%	5.6%	3.8%	-6.8%
O=c1[nH]c(=S)n(CCC2=CCCCC2)c(O)c1/C=N/N1CCOCC1	32.7%	9.6%	?	-20.6%	-6.4%	23.1%	10.7%	?	-10.1%
CCN(CC)P(=O)(c1nccn1C)N(CC)CC	28.6%	-9.3%	?	-12.9%	-0.4%	15.0%	8.6%	-6.5%	-4.8%
COc1ccc2c(c1)C(c1ccc(N(CCCl)CCCl)cc1)=NCC2	-2.2%	-7.2%	?	?	-1.3%	13.0%	19.4%	0.4%	-24.0%
CC1(C)C2CC=C(CN3CCOCC3)C1C2 (stereo not given)	22.1%	2.9%	-10.0%	-23.4%	-0.9%	-0.2%	18.3%	0.7%	19.1%
C[C@]12CC[C@H](O)CC1=CCC1C2CC[C@@]2(C)C1C[C@@H](O)[C@@H]2O (stereo not given in full)	17.4%	-5.7%	5.8%	-11.6%	-13.9%	-0.9%	-2.8%[57.1 µM]	4.1%	-0.5%
Cc1ccc(N/N=C/c2c(O)n(-c3ccccc3)c(=O)[nH]c2=O)cc1	-7.1%	5.7%	?	-21.3%	i	0.0%	20.7%[57.1 µM]	9.7%	?
Cc1ncc(CN2CCCC(C(=O)c3cccc(OC(C)C)c3)C2)s1 (stereo not given)	38.5%	-7.7%	1.2%	-10.7%	-6.3%	-7.9%	13.7%	-0.3%	16.1%
Cc1nn(Cc2ccc(Cl)cc2Cl)c(Cl)c1C(=O)O	51.2%[activator]	14.7%	1.0%	-14.0%	-2.3%	2.2%	8.4%	4.1%	9.6%[56.9 µM]
COc1ccc2c(c1)c(C(=O)O)c(C)n2C(C)C	17.3%	12.7%	0.0%	-10.4%	-8.0%	-1.1%	9.5%[57.1 µM]	2.2%	-10.3%
CCN(CC)CC(O)c1ccc(C2CCCC2)cc1 (stereo not given)	34.4%	12.0%	-4.4%	-9.1%	-0.5%	0.8%	8.9%[57.1 µM]	-0.2%	-13.3%
CCOc1ccc(NCc2cccn2-c2nnc(N3CCC(C(=O)NCc4ccc(C)cc4)CC3)s2)cc1	0.5%	-0.6%	-8.8%	?	/	5.4%	18.6%	21.2%	0.4%
O=C(Nc1ccc(Cl)cc1C(=O)c1ccccc1)c1ccco1	-1.5%	5.9%	0.0%	-33.8%	-4.0%	7.6%	0.8%	?	9.1%
CC(N)Cc1cn(Cc2ccccc2)c2ccccc12 (stereo not given)	-21.6%	4.8%	?	79.4µM*	-7.7%	6.1%	36.4%[activator][57.1 µM]	2.1%	1.3%
Fc1c(F)c(F)c(N2CCNCC2)c(F)c1F	1.5%	-7.6%	5.9%	-26.6%	-9.8%	-7.7%	0.7%[57.1 µM]	-7.9%	-33.0%
COC(=O)C1=C(c2ccc(OCc3ccccc3)cc2)C[C@@H]2CC[C@H]1N2C(=O)NCCN1CCOCC1	29.9%	16.3%	4.2%	-21.4%	-5.1%	-1.0%	8.0%	-6.7%	14.9%
CCOc1ccccc1N=C1SCCCN1C	30.7%	-7.5%	7.08µM*	79.4µM*	-3.3%	-11.1%	16.9%	-5.2%	-27.2%
O=C(N/N=C/c1cccc([N+](=O)[O-])c1)c1cnccn1	32.2%	-3.6%	-21.8%	?	-0.5%	-1.1%	-11.8%	4.4%	-45.0%
COc1ccc(CCNCc2ccc(Br)cc2)cc1OC	?	-10.8%	i	20µM*	i	-5.2%	0.9%	-8.4%	13.6%
O=c1[nH]cnc2nc(-c3ccc(N(CCCl)CCCl)cc3)[nH]c12	9.3%[57 µM]	4.4%	-25.6%	-20.7%	-9.8%	-3.9%	-4.0%[2.29 µM]	-1.2%	-19.6%
Cc1ccc(-n2c(O)c(C=NCCN(C)C)c(=O)[nH]c2=O)cc1	33.0%	6.0%	5.9%	-3.0%	-6.6%	-8.9%	0.9%[57.1 µM]	-3.4%	9.7%
Cc1ccc(-n2nnnc2SCC(=O)Nc2sc(C)c(C)c2C#N)cc1C	21.6%	/	3.6%[57.4 µM]	-15.7%	3.3%	?	5.3%	3.3%	-4.9%
O=C(Oc1ccccc1)c1cc2ccccc2o1	184.9%[activator]	-4.2%	182.9%[activator]	78.6%[activator]	4.1%	19.3%	-0.9%	2.4%	1.6%
Nc1ncn[nH]1	1.5%	7.1%	266.7%[activator]	-5.4%	-7.7%	5.9%	12.1%[57.1 µM]	-3.3%	12.6%
O=C(CSc1nc(-c2cccs2)nc2cc(=O)[nH]n12)Nc1ccc(F)cc1	21.0%	6.3%	-11.5%	-16.6%	-17.1%	?	11.6%[57.1 µM]	1.1%	-19.7%
OCCOCCO	33.4%	1.8%	-11.0%	-3.4%	6.2%	4.1%	-9.6%	6.0%	-5.2%
O=C(Cc1ccc(Br)cc1)N1CCN(Cc2ccccc2)CC1	19.3%	-4.7%	-28.8%	-5.4%	9.4%	6.5%	0.6%	-0.4%	16.2%
CC(=O)O[C@H]1CCC2C3CC[C@H]4[C@@H](O)[C@H](O)CC[C@]4(C)C3CC[C@@]21C (stereo not given in full)	38.1%	2.1%	?	-2.1%	-9.8%	-1.7%	11.7%	-7.6%	-1.2%
C=CCn1c(O)c(C=NCCN(C)C)c(=O)[nH]c1=O	37.1%	2.3%	3.7%	-5.7%	0.1%	5.8%	-13.0%	?	21.5%
CN1CCc2c(c(N3CCCCC3)nc3n[nH]c(N)c23)C1	19.5%	9.3%	24.5%	-8.4%	-7.5%	26.7%	-5.1%[57.1 µM]	-3.7%	8.5%
Cc1ccccc1-[n+]1c(-c2ccccc2)cc(-c2ccccc2)cc1-c1ccccc1	-7.4%	11.9%	5.7%	-23.6%	-3.2%	16.9%	38.6%[activator]	-1.9%	14.6%
